DT40 TDP1 no CPT = qHTS for Inhibitors of human tyrosyl-DNA phosphodiesterase 1 (TDP1): qHTS in cells in absence of CPT; DT40 Tdp1-/- hTDP1 cells, no CPT, ATP luminescence, 48 h; Potency, µM (doses to about 46.2 µM), inactives show top-dose activity change, negative = growth inhibition, usual class: inhibitors; 420,000 compounds, 15% hits; AID 686978, 2013; note: nearly all actives have a fitted effect of over 55% in size
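Stably hTDP1-transfected Tdp1-null chicken DT40 cells were treated with library compounds minus camptothecin and grown for at least 48 hr at 37 °C, after which cellular ATP was quantified by luminescence.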
GCN5L2 inh = qHTS Assay for Inhibitors of GCN5L2; Histone acetyltransferase KAT2A (Homo sapiens), Q92830; GCN5L2 HAT assay, ThioGlo1 CoA-SH fluorescence; Potency, µM (doses to about 58.9 µM), inactives show top-dose activity change, negative = inhibition, usual class: inhibitors; 390,000 compounds, 0.21% hits; AID 504327, 2011
Target sequence (Q92830 whole entry, looked up): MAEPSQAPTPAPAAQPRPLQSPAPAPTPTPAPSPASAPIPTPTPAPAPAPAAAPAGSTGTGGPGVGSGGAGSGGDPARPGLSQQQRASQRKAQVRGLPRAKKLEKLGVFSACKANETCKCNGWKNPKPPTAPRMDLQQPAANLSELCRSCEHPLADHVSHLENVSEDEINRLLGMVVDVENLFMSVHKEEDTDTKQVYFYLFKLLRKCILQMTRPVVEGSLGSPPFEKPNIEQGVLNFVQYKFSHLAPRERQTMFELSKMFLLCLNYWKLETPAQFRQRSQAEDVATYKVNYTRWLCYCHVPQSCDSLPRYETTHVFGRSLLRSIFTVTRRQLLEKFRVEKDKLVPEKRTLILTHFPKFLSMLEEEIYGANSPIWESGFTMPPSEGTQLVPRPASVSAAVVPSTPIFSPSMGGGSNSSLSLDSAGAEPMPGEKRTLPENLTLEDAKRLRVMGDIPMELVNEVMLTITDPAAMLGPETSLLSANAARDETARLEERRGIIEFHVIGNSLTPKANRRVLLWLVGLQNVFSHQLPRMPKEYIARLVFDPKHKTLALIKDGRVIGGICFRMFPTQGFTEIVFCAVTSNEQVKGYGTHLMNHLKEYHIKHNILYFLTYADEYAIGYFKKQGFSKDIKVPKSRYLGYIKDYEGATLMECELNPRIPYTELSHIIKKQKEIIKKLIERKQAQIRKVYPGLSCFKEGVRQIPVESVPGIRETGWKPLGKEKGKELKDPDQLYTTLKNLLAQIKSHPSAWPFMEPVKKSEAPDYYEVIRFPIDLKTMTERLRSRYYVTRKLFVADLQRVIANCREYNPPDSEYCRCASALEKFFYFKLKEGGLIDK
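Titration-based screen in which CoA formation is detected via maleimide probe ThioGlo1 (50uM) turning fluorescent on thiol reaction; substrates H3(1-25) 75uM and acetyl-CoA 70uM, GCN5L2 20nM, 20 min incubation at room temperature.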
DT40 TDP1 CPT = qHTS for Inhibitors of human tyrosyl-DNA phosphodiesterase 1 (TDP1): qHTS in cells in presence of CPT; chicken DT40 Tdp1-/-;hTDP1 cells + 20 nM CPT, ATP luminescence, 48 h; Potency, µM (top dose mostly 46.2 µM), inactives show top-dose activity change, negative = growth inhibition, hits mostly inhibitors; 420,000 compounds, 12% hits; note: nearly all actives have a fitted effect of over 55% in size
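Chicken DT40 Tdp1-/- cells complemented with human TDP1, 400 cells/well, exposed to compounds plus 20 nM camptothecin for at least 48 h at 37 C; viability read as ATP content by CellTiter-Glo luminescence.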
An asterisk follows results filed as active; ? = inconclusive; · = not tested or not shown; & = joins results of further samples; [ ] = remark or other dose. Calls come from the whole dose curve; as a rule, active = well fitted curve in the direction sought with a large enough effect; inconclusive = small, poorly fitted or top-dose-only effect, or another doubt; inactive = no such curve, though single readings can be large; an effect the other way counts as inactive or inconclusive. % is set by controls: 0 for no effect and ±100 for the full control effect; potency is the fitted concentration of half-maximal effect. Not all compounds are listed. The share of hits here may be higher or lower than overall.

Screens in order – GCN5L2 inh	DT40 TDP1 CPT	DT40 TDP1 no CPT
1: Cc1c(Cl)c([N+](=O)[O-])nn1CCCC(=O)N(Cc1ccccc1)Cc1ccccc1
    -10%	?	?
2: COc1nc(N(CC(N)=O)S(=O)(=O)c2ccccc2)nc(C)c1Cl
    -6%	10%	5%
3: O=C(NC12CC3CC(CC(C3)C1)C2)c1cc([N+](=O)[O-])ccc1N1CCOCC1
    -1%	-7%	0%
4: CSCCC(NC(=O)c1ccc(Cl)cc1Cl)C(=O)NCC(c1cccs1)N(C)C (centres undefined)
    ·	-16%	-23%
5: O=C(O)/C=C/c1cn(-c2ccccc2)nc1-c1cccs1
    -1%	-8%	?
6: O=C1/C(=C/c2ccc3c(c2)OCO3)Oc2cc(OCC(=O)N3CCC[C@H]3C(=O)O)ccc21
    -7%	21µM*	-2%
7: Cc1ccc(S(=O)(=O)Nc2ccc3c(c2)OCCO3)cc1
    -5%	-25%	?
8: O=C(CCSCc1ccccc1F)NCc1cccs1
    -10%	6%	-11%
9: O=C(Nc1ccccc1NC(=O)c1ccco1)c1ccccc1
    -2%	20%	15%
10: CN(Cc1nccs1)C(=O)C1CCC(=O)N(CCc2cccc(F)c2)C1 (centres undefined)
    -13%	-20%	-24%
11: COc1ccccc1-c1cc(C(=O)NC2CCN(C)CC2)c2ccc(Cl)c(C)c2n1
    1%	12µM*	21µM*
12: Cc1ccc(OCC(O)CN2CCN(Cc3ccc4c(c3)OCO4)CC2)cc1C (centres undefined)
    -2%	-10%	?
13: Brc1cccc(OCCCCn2cncn2)c1
    -4%	-3%	-21%
14: C[C@H](CO)N1C[C@H](C)[C@@H](CN(C)Cc2ccc3c(c2)OCO3)Oc2c(NC(=O)Cc3ccccc3)cccc2C1=O
    -5%	23µM*	21µM*
15: Cc1nn(C2CCS(=O)(=O)C2)c(Cl)c1/C=C/C(=O)OCC(=O)c1c[nH]c2ccccc12 (centres undefined)
    -10%	?	?

Continuation.
Screens in order – GCN5L2 inh	DT40 TDP1 CPT	DT40 TDP1 no CPT
16: COc1ccc(C(=O)N2CCc3ccccc3C2)cc1S(=O)(=O)N1CCCC1
    ·	?	?
17: CCOc1cc(C2C3=C(CCCC3=O)Nc3nc(C(=O)OC)nn32)ccc1OC (centres undefined)
    -7%	-1%	5%
18: Cc1ccn2c(-c3csc(Nc4ccc(C(=O)O)cc4)n3)c(C)nc2c1
    ·	-26%	-21%
19: CC(C)(C)OC(=O)N1CCC(c2c(C(=O)Nc3cccc(C(F)(F)F)c3)cnn2-c2ccc(F)cc2F)CC1
    -6%	?	?
20: COc1cc2c(cc1OC)C(COc1ccccc1OC)N(C(=O)c1ccc(S(=O)(=O)N3CCCC3)cc1)CC2 (centres undefined)
    3%	16µM*	?
21: COc1cccc(CN2CCN(C(=O)CCc3nnc(C4CCCCC4)o3)CC2=O)c1
    1%	-8%	8%
22: Cc1cc(C)n2nc(SCCCC(=O)c3ccccc3)nc2n1
    -1%	6%	-21%
23: COC(=O)c1ccc(N2C(=O)CC(N3CCN(c4ccccc4)CC3)C2=O)cc1 (centres undefined)
    ·	?	?
24: O=C1NC(=O)C2(C=C(c3ccccc3)C(O)(c3ccccc3)C2)N1 (centres undefined)
    ·	-9%	-15%
25: COc1cccc(/C=C/c2onc(C)c2S(=O)(=O)N2CCC(C(=O)NC3CCCCCC3)CC2)c1
    -3%	-13%	6%
26: Cc1cccc(NS(=O)(=O)c2ccc(-c3cnc(C4CC4)o3)cc2)c1
    -17%	0.73µM*	0.58µM*
27: Cc1onc(-c2ccccc2Cl)c1C(=O)Nc1ccccc1C(=O)NC(C)C
    4%	3.3µM*	2.3µM*
28: Cc1[nH]n(-c2ccccc2)c(=O)c1N=Nc1ccccc1O
    -5%	0.52µM*	0.41µM*
29: Cc1cccc(NS(=O)(=O)c2ccc(NC(=O)N3CCCC3)cc2)c1
    3%	-11%	-10%
30: CC(C)(O)C#Cc1ccc(CN2CCc3nnc(CNC(=O)c4cccc(F)c4)n3CC2)cc1
    ·	8%	-27%

The list goes on.
Screens in order – GCN5L2 inh	DT40 TDP1 CPT	DT40 TDP1 no CPT
31: Cn1c(-c2ccc(F)cc2)cnc1SCC(=O)Nc1ccccc1
    -8%	?	?
32: COc1ccc(C(CC(=O)O)NC(=O)OC(C)(C)C)cc1 (centres undefined)
    3%	-21%	-16%
33: COC(=O)c1ccc(CSc2nnc(NC(=O)C3CC(=O)N(Cc4ccc(C)cc4)C3)s2)cc1 (centres undefined)
    -7%	-2%	-7%
34: Cc1cc(C)[n+](Cc2ccccc2)cc1C(N)=O
    ·	16%	6%
35: Cc1ccc(NC(=O)c2cc(C)nn2-c2ccccc2)cc1
    0%&-7%	?	?
36: Cc1ccc(C(=O)Nc2sc3c(c2C(=O)O)CCCC3)o1
    -11%	?	?
37: Cc1ccccc1OC(=O)CSc1nnc(-c2ccc(F)cc2)o1
    -2%	-4%	7%
38: COc1cccc(/C=N/NC(=O)CC2C(=O)NN=C2C)c1OC (centres undefined)
    -3%	-23%	13%
39: CN1CCN(C(=O)c2cc3c(c(-c4cccc(-c5cc6ccccc6o5)c4)n2)[C@@H](CCO)N(S(=O)C(C)(C)C)C3)CC1 (some centres undefined)
    ·	?	?
40: CC(C)c1nc2sc3c(c2c(=O)[nH]1)CC(C)(C)OC3
    3%	4%	12%
41: O=C(NCC(=O)N(c1cccc(F)c1)C(C(=O)NC1CCCC1)c1cccnc1)c1cccs1 (centres undefined)
    -4%	-3%	-3%
42: COc1ccc(C(C(=O)NC2CCCCC2)N(C(=O)c2ccccn2)c2cccnc2)c(OC)c1 (centres undefined)
    -2%	-3%	-3%
43: Nn1c(SCc2ccc(Br)cc2)nnc1-c1ccccn1
    -12%	-21%	?
44: CN(C)C(=O)COc1ccc2c(-c3ccccc3)cc(=O)oc2c1
    -7%	0%	-1%
45: CCN1C(=O)C(Cc2nc3ccccc3c(=O)n2-c2ccccc2)c2cc(Br)ccc21 (centres undefined)
    -4%	5.8µM*	5.8µM*

Additional results follow:
Screens in order – GCN5L2 inh	DT40 TDP1 CPT	DT40 TDP1 no CPT
46: COc1ccc(-c2c(NC(=O)c3ccco3)n(-c3ccc(C)cc3)nc(C)c2=O)cc1
    -2%	-7%	-9%
47: CCOC(=O)c1cccc(NC(=O)CN(C)S(=O)(=O)c2cnc[nH]2)c1
    -8%	-2%	-13%
48: COc1ccc(CC(=O)Nc2ccc(-c3nc4ccccc4s3)cc2Cl)cc1
    -2%	?	?
49: CC(=O)N1CCCc2cc(S(=O)(=O)N(C)CC(=O)Nc3ccc(Cl)cc3C)ccc21
    12%	23µM*	23µM*
50: O=c1[nH]c(CCl)nc2cc(-c3ccc(Cl)cc3)sc12
    -2%	5.2µM*	2.3µM*
51: COc1ccc(C(=O)NC2CC2)cc1OC1CCN(Cc2ccccc2)CC1
    2%	3%	5%
52: CCCCCCC(C)NC(=S)Nc1cc(S(=O)(=O)N(C)C)ccc1C (centres undefined)
    -5%	?	23µM*
53: Cc1cc2c(cc1S(=O)(=O)NCc1ccccc1)n(C)c(=O)c(=O)n2C
    -8%	-26%	-18%
54: Cc1ccccc1C(=O)N1CCC(C(=O)Nc2nccs2)CC1
    -4%	12%	11%
55: CS(=O)(=O)N(Cc1ccc(Cl)cc1)c1ccc(C(=O)N2CCN(c3ccccc3)CC2)cc1
    -7%[0.501 µM]	?	?
56: Cc1cccc(N(CC(=O)N2CCCC2)S(C)(=O)=O)c1C
    ·	-1%	-9%
57: Cc1ccc(CN2CCN(C(=O)/C=C/[C@H]3O[C@@H](n4cc(C)c(=O)[nH]c4=O)C[C@@H]3O)CC2)cc1
    ·	-2%	3%
58: C=CCn1c(SCC(=O)c2ccc(O)c(O)c2)nnc1-c1cccnc1
    ?	-16%	7%
59: CC(=O)N[C@@H](C)C(=O)NCC1Cc2cc(C)cc(-c3cnccn3)c2O1 (some centres undefined)
    ·	-2%[9.04 µM]	-2%
60: Cc1ccc([C@H]2N[C@]3(CCCN(Cc4ccc(C(F)(F)F)cc4)C3=O)[C@H]3C(=O)N(C)C(=O)[C@@H]23)cc1
    ·	21µM*	13µM*

Next section
Screens in order – GCN5L2 inh	DT40 TDP1 CPT	DT40 TDP1 no CPT
61: COc1ccccc1Cc1nc2ccccc2nc1SCC(=O)Nc1ccc2c(c1)OCO2
    -4%	0%	-16%
62: CC(=O)Oc1ccc(C(=O)[C@H]2[C@H]3C(=O)N(c4ccccc4)C(=O)[C@H]3[C@@H]3C=CC=NN32)cc1
    -3%	?	-22%
63: CN1C(=O)/C(=C/c2ccc(O)c([N+](=O)[O-])c2)N(C)C1=S
    -5%	?	?
64: Cc1cnc(C(=O)OCC(=O)N=c2sccn2Cc2ccccc2Cl)cn1
    1%	1%	0%
65: Cc1cccc(C(=O)N=c2sccn2C)c1[N+](=O)[O-]
    -1%	?	-27%
66: C#CCNC(=O)C1=C[C@H](c2ccc(Br)cc2)C[C@H](OCCCCO)O1
    1%	-29%	-19%
67: Cc1cccc(-c2cnc(C)nc2C2CCCN(C(=O)c3cccc(Cn4cccn4)c3)C2)c1 (centres undefined)
    ·	3.3µM*	?
68: COc1cc(OC)c(NC(=O)c2cncn2-c2ccc(F)cc2)cc1Cl
    -3%	3%	5%
69: CCN1CCN(Cc2c(O)ccc3oc(C)c(C(=O)Nc4cccc(C(F)(F)F)c4)c23)CC1
    -10%	15µM*	?
70: Cc1ccc(-c2ccc(=O)n(CC(=O)NCCN3CCCCC3C)n2)cc1 (centres undefined)
    -16%	-24%	-13%
71: CCCN1CCc2c(sc(NC(=O)C3CCN(S(=O)(=O)c4cccs4)CC3)c2C(N)=O)C1
    -8%	?	?
72: CCOc1ccc(N/C(N)=N/c2nc(C)cc(C)n2)cc1
    -1%	21µM*	26µM*
73: Cc1cc(NC(=O)/C=C\C(=O)O)c([N+](=O)[O-])cc1C
    -2%	8%	-12%
74: O=C(CCN=C1NS(=O)(=O)c2ccccc21)N1CCc2ccccc2C1
    -5%	5%	-16%
75: COc1ccc(CCN2C(=O)N(c3ccc(F)cc3)C(=O)C2CC(=O)Nc2ccc(OC)cc2)cc1 (centres undefined)
    0%	12µM*	?

Record cards, from the list above. Order of values: GCN5L2 inh	DT40 TDP1 CPT	DT40 TDP1 no CPT
`Cc1cc(NC(=O)/C=C\C(=O)O)c([N+](=O)[O-])cc1C` is listed with -2%	8%	-12%
`CCCN1CCc2c(sc(NC(=O)C3CCN(S(=O)(=O)c4cccs4)CC3)c2C(N)=O)C1` is listed with -8%	?	?
`COc1ccccc1Cc1nc2ccccc2nc1SCC(=O)Nc1ccc2c(c1)OCO2` is listed with -4%	0%	-16%
`CC(=O)Oc1ccc(C(=O)[C@H]2[C@H]3C(=O)N(c4ccccc4)C(=O)[C@H]3[C@@H]3C=CC=NN32)cc1` is listed with -3%	?	-22%
`COc1cc(OC)c(NC(=O)c2cncn2-c2ccc(F)cc2)cc1Cl` is listed with -3%	3%	5%

Next part:
Screens in order – GCN5L2 inh	DT40 TDP1 CPT	DT40 TDP1 no CPT
76: CCOC(=O)c1c(NC(=S)Nc2cccc(C)c2)sc2c1CC(C)(C)SC2
    -3%	?	?
77: COc1cccc(CN2CC(C(=O)NCCN3CCOCC3)CCC2=O)c1 (centres undefined)
    -4%	4%	24%
78: O=C(C[C@H]1C/C=C\CCCC(=O)OC[C@H]2CCCN2C1=O)NCCO
    -7%	-27%	7%
79: O=C1CN(C(=O)c2ccc(Br)o2)C(c2ccccc2)c2cc(Br)ccc2N1 (centres undefined)
    -13%	16µM*	21µM*
80: CCOc1ccc(CC(=O)N/N=C/c2cccnc2)cc1
    0%	-3%	-24%
81: CN(C)c1ccc(N2C(=NC(=O)c3ccccc3)SC3CS(=O)(=O)CC32)cc1 (centres undefined)
    -9%	-17%	16%
82: Cc1ccc(NC(=O)c2ccc(CSc3nnc(-c4ccncc4)n3C)cc2)c(C)c1
    -6%	-7%	-11%
83: CCCCN(C)C(=O)c1ccc2c(c1)N(Cc1cccc(Cl)c1)C(=O)c1ccccc1S2=O (centres undefined)
    -11%	8.2µM*	15µM*
84: COc1ccc(CCNc2cc(C)[nH]c(=O)c2)cc1OC
    -3%	0%	11%
85: Cc1onc(-c2ccccc2Cl)c1C(=O)Oc1cc(N)n(S(=O)(=O)c2ccc(F)cc2)n1
    -26%	?	?
86: CCN(CC)S(=O)(=O)c1cccc(C(=O)Nc2ccccc2)c1
    -15%	21µM*	?
87: Cc1sc2ncnc(N3CCN(CCOc4ccc(Cl)cc4)CC3)c2c1C
    1%	2.5µM*	2.5µM*
88: CCCc1cc(=O)[nH]c(SCC(=O)N2CC3(C)CC2CC(C)(C)C3)n1 (centres undefined)
    0%	2%	15%
89: N=C(N)N=Nc1c(O)[nH]c2ccc(Br)cc12
    1%	6%	-23%
90: C=CC(=O)Nc1ccc(Nc2ccnc(Nc3ccc(N4CCN(C)CC4)cc3)n2)cc1
    ·	9.2µM*	-92%

High-throughput results from PubChem.
